Screens from PubChem BioAssay.
USP8 block: human USP8 deubiquitinase inhibition. inhibition, % at 20 µM. purified USP8, Ub-rhodamine cleavage fluorescence, 30 min. P40818. hit rate 4.2% among 47,000
USP30 inh: inhibitors of human USP30 deubiquitinase; Q70CQ3; purified USP30, Ub-rhodamine cleavage fluorescence; AID 1645860; inhibition, % at 25 µM; hit rate 5.3% among 47,000
OTUD3 inh: inhibitors of human OTUD3 deubiquitinase. purified OTUD3, Ub-rhodamine fluorescence, 2 h. inhibition, % at 25 µM. hit rate 0.7% among 47,000. AID 1645858
USP7 inh: human USP7 deubiquitinase inhibition. Q93009. purified USP7, Ub-rhodamine cleavage fluorescence. inhibition, % at 20 µM. hit rate 0.3% among 47,000
USP28 inh: inhibitors of human USP28 deubiquitinase; hit rate 3% among 47,000; purified USP28, Ub-rhodamine cleavage fluorescence, 30 min; AID 1645857; Q96RU2; inhibition, % at 25 µM
USP10 inh: human USP10 deubiquitinase inhibition; Q14694; purified USP10, Ub-rhodamine fluorescence, 60 min; inhibition, % at 20 µM; hit rate 1.1% among 47,000
UCHL1 block: human UCHL1 deubiquitinase inhibition; inhibition, % at 20 µM; AID 1645859; purified UCHL1, Ub-rhodamine cleavage fluorescence; P09936; hit rate 0.2% among 47,000
Target sequence (P09936 whole entry, looked up): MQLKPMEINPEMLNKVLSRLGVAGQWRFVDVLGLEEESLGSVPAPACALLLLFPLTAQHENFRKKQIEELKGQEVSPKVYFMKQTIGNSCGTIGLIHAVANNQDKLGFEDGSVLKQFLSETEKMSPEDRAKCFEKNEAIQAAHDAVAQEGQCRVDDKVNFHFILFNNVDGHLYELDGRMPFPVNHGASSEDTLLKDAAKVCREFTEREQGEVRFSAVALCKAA
USP17 inh: inhibitors of human USP17 deubiquitinase; purified USP17, Ub-rhodamine cleavage fluorescence, 3 h; AID 1645855; inhibition, % at 50 µM; A8MUK1; hit rate 6.5% among 47,000
Target sequence (A8MUK1 whole entry, looked up): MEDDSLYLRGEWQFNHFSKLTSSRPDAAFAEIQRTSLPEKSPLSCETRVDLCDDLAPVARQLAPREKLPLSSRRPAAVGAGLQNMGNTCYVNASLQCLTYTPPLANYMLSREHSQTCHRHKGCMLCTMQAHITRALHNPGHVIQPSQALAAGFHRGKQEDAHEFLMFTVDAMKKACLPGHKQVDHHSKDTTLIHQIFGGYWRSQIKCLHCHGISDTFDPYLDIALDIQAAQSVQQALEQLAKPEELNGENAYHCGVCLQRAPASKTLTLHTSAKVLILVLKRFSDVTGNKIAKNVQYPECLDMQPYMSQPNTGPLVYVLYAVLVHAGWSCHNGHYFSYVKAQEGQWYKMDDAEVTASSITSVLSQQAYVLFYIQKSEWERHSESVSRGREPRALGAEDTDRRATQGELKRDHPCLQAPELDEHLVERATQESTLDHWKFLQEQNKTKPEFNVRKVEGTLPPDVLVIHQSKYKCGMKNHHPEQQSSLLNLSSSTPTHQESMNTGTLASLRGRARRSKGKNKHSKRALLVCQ
Numbers without * were called inactive; i = inactive; . = not tested or not shown. No stated cut-off is given here; in the data, active means inhibition above about 30%; inactive means the rest.

item	SMILES	USP8 block	USP30 inh	OTUD3 inh	USP7 inh	USP28 inh	USP10 inh	UCHL1 block	USP17 inh
1	Cn1c(=O)[nH]c(=O)c2c1nc(N1CCCC1)n2CCSc1nc2ccccc2[nH]1	-52	-22	-3	5	-1	3	1	-2
2	COc1cccc(N2CCN(C(=O)/C(=C/c3cccs3)c3ccccc3)CC2)c1	-88	7	-5	8	-1	9	5	-7
3	COc1cc(OC)cc(C(=O)Nc2ccc3c(c2)Sc2ncccc2C(=O)N3C)c1	-9	-66	-9	-6	-18	-10	-6	-17
4	CC(=O)c1oc2nc(-c3ccccc3)cc(-c3cccs3)c2c1N	-18	-370	-66	-62	-94	-3	-56	-44
5	CC1=NS(=O)(=O)N(Cc2ccccc2)C=C1C(=O)Nc1ccc(C)cc1	-125	i	-143	-135	-197	-2	-147	-119
6	O=C(Cn1nc(-c2ccccc2)cc(NC(=O)c2ccccc2)c1=O)Nc1ccc(F)cc1	4	39*	24	.	14	38*	2	39*
7	O=C(Nc1ccccc1N1CCOCC1)c1sccc1-c1ccccc1	20	-13	6	7	6	0	2	15
8	O=S(=O)(c1ccc(Cl)cc1)N1CCCC(c2nc(-c3ccccn3)no2)C1 (stereo not drawn)	6	-5	2	-4	4	-7	-2	0
9	COc1ccc(CNC(=O)c2cc(OC)c(OC)cc2-n2cccc2)cc1OC	-9	-26	-9	-2	-10	-4	-3	-6
10	c1ccc(Cn2cc(-c3noc(-c4ccccn4)n3)nn2)cc1	-49	26	10	-1	1	2	0	1
11	CC(=O)NC(Cc1ccccc1F)C(=O)NC1CCN(c2c3c(nc4ncnn24)CCC3)CC1 (stereo not drawn)	-24	-85	0	-18	1	-5	-1	0
12	COc1ccc(-c2cc(C3CC3)nc(SCC(=O)O)c2C#N)cc1	-36	24	9	-1	3	9	-2	14
13	Cc1ccccc1C(=O)NCCn1cc(SCC(=O)Nc2ccc3c(c2)OCCO3)c2ccccc21	-19	89*	44*	7	57*	9	4	22
14	COc1ccc(NC(=O)Cn2cc(C(=O)c3ccc(Cl)cc3)c(=O)c3cc(F)ccc32)cc1	16	39*	15	25	19	53*	6	31*
15	CN(C)C(=O)C1Cn2ccnc2C2(CCN(C(=O)NCCc3ccccc3)CC2)O1 (stereo not drawn)	-23	-11	-8	-3	-8	-1	-3	-13
16	NCCC(=O)NC1CCN(c2nc(-c3cccnc3)nc3ccccc23)CC1	-41	-10	-4	-2	-4	-1	-2	-14
17	CC(C)(C)CC(=O)N1CCc2cc(-c3csc(NC(=O)CN4CCCC4)n3)ccc21	-13	-45	-8	-16	-20	-7	-1	20
18	Cc1csc(-c2cn(CC(=O)Nc3ccc(C)c(F)c3)cn2)n1	21	24	19	1	13	2	3	-7
19	Cc1cccc(Cc2noc(Cn3ccc4ccn(C)c4c3=O)n2)c1	12	-11	0	-4	7	-1	2	2
20	O=C(NCc1cccnc1)[C@H]1C[C@@H]2CN(C(=O)NC3CCCC3)C[C@H]1O2	6	16	0	4	-1	-3	-1	4
21	CCc1nc2c(c(=O)c3ccccc3n2C)c(=O)n1-c1ccc(C)cc1	31*	.	1	-5	.	5	33*	49*
22	Cc1cc(=O)n2[nH]c(Cc3ccccc3)c(-c3ccccc3)c2n1	10	15	8	-7	13	15	1	14
23	Cc1ccc(-c2noc(-c3c(O)c4cnn(-c5ccccc5)c4[nH]c3=O)n2)cc1	-7	-13	-3	4	-18	1	1	0
24	O=C(NCCCN1CCCC1=O)c1ccc(N2CCCC2=O)cc1	-4	2	-5	1	0	2	-1	2
25	CCCCOc1ccc(-c2nnn(C(CC)C(=O)OCC)n2)cc1 (stereo not drawn)	0	0	7	3	1	4	0	7

Further results follow:
item	SMILES	USP8 block	USP30 inh	OTUD3 inh	USP7 inh	USP28 inh	USP10 inh	UCHL1 block	USP17 inh
26	CCOc1ncccc1C(=O)N1CCC2(CC1)CO[C@@H]1c3cccc(OC)c3OC(C)(C)[C@H]1C2	7	10	8	-1	10	-1	1	5
27	Clc1ccc(-c2noc(CN3CCCC3c3ccccc3)n2)cc1 (stereo not drawn)	-7	-28	-15	-4	-12	-1	-3	.
28	Cc1nc(-c2ccccc2F)sc1C(=O)NCc1ccc(S(N)(=O)=O)cc1	-126	-4	-5	-7	-2	1	-4	-7
29	O=C(Cn1nnnc1-c1ccccc1F)Nc1cccc2cccnc12	16	12	6	7	10	12	5	17
30	COc1ccc(-c2nnc(-c3ccccc3)o2)cc1S(=O)(=O)N1CCCC1	-6	-9	-8	-4	-12	-1	-2	-14
31	O=C1CCCN1CC(=O)N1CCC[C@@]2(C[C@@H](Oc3ccc(Cl)cc3)CO2)C1	13	15	6	4	8	2	1	3
32	CC(=O)NC(Cc1ccc(C)cc1)C(=O)NC1CCN(C(=O)c2cnccn2)CC1 (stereo not drawn)	2	0	-3	2	-5	0	-2	5
33	CN1CCCc2cc(C(CNC(=O)COc3ccccc3F)N3CCOCC3)ccc21 (stereo not drawn)	-16	-247	-49	-6	-69	-7	-4	-48
34	Cc1ccc(-n2ncc3c(O)c(C(=O)Nc4ccccc4F)c(=O)[nH]c32)cc1	83*	19	14	-14	11	18	2	11
35	COc1ccc(-n2cc(C(=O)NCCc3ccc(F)cc3)nn2)cc1	37*	29	19	13	7	17	4	17
36	O=C(Cn1nnc(-c2ccccc2)n1)Nc1cccc(S(=O)(=O)N2CCOCC2)c1	7	21	9	5	16	3	6	25
37	O=C(Nc1cccnc1)c1[nH]nc2c1COc1ccccc1-2	-10	-223	-48	-33	-18	-1	-16	-62
38	Cc1cc(NC(=O)c2oc3c(F)cccc3c2C)no1	6	-135	-10	-3	-27	-5	-3	-7
39	COc1ccc(-c2c(C(=O)O)c(C(=O)O)c3n2CCC3)cc1	3	.	2	3	.	2	1	-5
40	CCc1nnc(-c2cc(S(=O)(=O)N3CCN(c4ccccn4)CC3)c[nH]2)o1	40*	17	7	9	16	23	3	7
41	CCN1C[C@H]2CCN(C(=O)Nc3ccccc3Cl)CC[C@H]2S1(=O)=O	1	-12	-6	-2	-6	-2	-1	0
42	Cc1ccccc1Cn1c(C(=O)O)c(CNCCc2c[nH]c3ccccc23)c2ccccc21	-18	-44	-8	-36	3	1	0	.
43	COc1cccc(C(CC(=O)Nc2ccc3c(c2)OCO3)n2cccc2)c1 (stereo not drawn)	16	-6	-3	-3	-9	10	-2	8
44	O=C(c1noc2c1CCc1sccc1-2)N(CCc1ccncc1)CC1CCCO1 (stereo not drawn)	-3	9	2	-6	5	0	-1	0
45	Cc1ccc(C(=O)C2CC(=O)Nc3c2c(C)nn3-c2ccc(C)c(C)c2)s1 (stereo not drawn)	3	50*	-1	-3	12	1	0	70*
46	O=C(Nc1ccccc1)Nc1nc2c(s1)CN(Cc1ccccc1)C2=O	-1	-1	0	2	-5	0	0	0
47	COc1ccc(S(=O)(=O)N2CCN(Cc3nnnn3-c3ccc(C)cc3)CC2)cc1C	-14	30	13	7	12	6	5	5
48	Cc1nc2c(c(=O)[nH]1)C(c1ccc(OCc3ccccc3F)cc1)CC(=O)N2 (stereo not drawn)	4	-18	-3	1	-10	0	-1	6
49	CCNC(=O)C1(Cc2cc(-c3ccccc3)no2)CCCN(C(=O)C2CCCC2)C1 (stereo not drawn)	-15	7	-5	-4	-11	-5	-1	-4
50	COc1ccc(CN2C(=O)CCC2(C)C(=O)NCCC(C)C)cc1 (stereo not drawn)	-23	-9	-8	0	-8	-1	2	-4

Another view of 2 compounds above.
[48] Cc1nc2c(c(=O)[nH]1)C(c1ccc(OCc3ccccc3F)cc1)CC(=O)N2 (stereo not drawn)
[49] CCNC(=O)C1(Cc2cc(-c3ccccc3)no2)CCCN(C(=O)C2CCCC2)C1 (stereo not drawn)

| compound no. | 48 | 49 |
| --- | --- | --- |
| USP8 block | 4 | -15 |
| USP30 inh | -18 | 7 |
| OTUD3 inh | -3 | -5 |
| USP7 inh | 1 | -4 |
| USP28 inh | -10 | -11 |
| USP10 inh | 0 | -5 |
| UCHL1 block | -1 | -1 |
| USP17 inh | 6 | -4 |

Single records (already shown). Values in the order: USP8 block	USP30 inh	OTUD3 inh	USP7 inh	USP28 inh	USP10 inh	UCHL1 block	USP17 inh
`CCOc1ncccc1C(=O)N1CCC2(CC1)CO[C@@H]1c3cccc(OC)c3OC(C)(C)[C@H]1C2` across the screens: 7	10	8	-1	10	-1	1	5
`CCc1nnc(-c2cc(S(=O)(=O)N3CCN(c4ccccn4)CC3)c[nH]2)o1` across the screens: 40*	17	7	9	16	23	3	7
`COc1ccc(-c2nnc(-c3ccccc3)o2)cc1S(=O)(=O)N1CCCC1` across the screens: -6	-9	-8	-4	-12	-1	-2	-14
`Cc1nc2c(c(=O)[nH]1)C(c1ccc(OCc3ccccc3F)cc1)CC(=O)N2` (stereo not drawn) across the screens: 4	-18	-3	1	-10	0	-1	6

Later entries:
item	SMILES	USP8 block	USP30 inh	OTUD3 inh	USP7 inh	USP28 inh	USP10 inh	UCHL1 block	USP17 inh
51	COc1ccc(Cl)c(Cn2cnc3c2c(=O)n(C)c(=O)n3C)c1	1	.	-3	-7	.	0	0	4
52	C=CCNC(=O)c1cc2c(=O)n3ccccc3nc2n1Cc1ccccc1	-3	.	-3	-4	.	-2	-3	20
53	CC(C)n1c(=O)c2nscc2n(CC(=O)NCc2ccccc2)c1=O	16	4	-2	2	0	0	4	8
54	CCn1c(CN2CCOCC2)nnc1SCC(=O)c1ccc(Br)cc1	0	-1	-10	-5	-4	0	-4	-14
55	O=C(Nc1ccc(-c2cn3ccsc3n2)cc1)c1ccc(Cl)c([N+](=O)[O-])c1	97*	82*	24	54*	32*	67*	11	12
56	Cc1noc(-c2cccnc2-n2cnc(C(=O)Nc3ccccc3)c2)n1	2	12	27	4	12	2	1	5
57	O=C(c1ccccc1F)N1CCC2(C1)C(=O)Nc1ccccc12 (stereo not drawn)	-8	-3	-5	-2	-5	-1	-4	-7
58	Nc1nc2c(c(=O)[nH]1)CCO2	-10	1	1	0	-1	-1	-3	-2
59	CCc1ccc(S(=O)(=O)NCC(O)COc2ccc(OC)cc2)cc1 (stereo not drawn)	-1	1	2	2	9	0	1	-3
60	Cc1cc(C(=O)COC(=O)c2cc(=O)[nH]c3ccccc23)c(C)n1CC1COc2ccccc2O1 (stereo not drawn)	-7	-291	-56	-4	-22	-6	-8	-3
61	NC(=O)c1n[nH]sc1=O	-120	-3	-2	0	-5	1	0	-16
62	CC1=C(C(=O)N2CCCCC2)C(c2cccs2)n2c(nc3ccccc32)N1 (stereo not drawn)	-5	-85	-18	-2	-24	-1	0	-19
63	COc1ccc(C2(C(=O)NC[C@@]34CCC[C@H]3N(C)C(=O)CC4)CC2)cc1	1	22	4	4	1	0	3	5
64	Cn1cccc1CN(C(=O)c1ccc(F)cc1Cl)C1CC1	-83	0	4	0	-4	5	-2	-10
65	COc1cccc(CNC(=O)C2COc3ccc(OC)cc3C2)c1 (stereo not drawn)	0	-27	5	0	0	-2	0	-2
66	Cc1cccc(NS(=O)(=O)c2cnc(N)nc2)c1C	-51	-12	-2	0	0	0	-1	0
67	Clc1ccc(CCNc2ncnc3[nH]ncc23)cc1	-2	-4	-4	-8	3	2	1	-8
68	O=S(=O)(c1cc(F)cc(F)c1)N1CCC(c2nc3ncccc3[nH]2)CC1	-19	5	-1	5	-30	1	1	-11
69	CCC(=O)N(C)CCc1noc(-c2[nH]c3ccc(C)cc3c2C)n1	-4	-17	-12	-12	-4	-4	1	-3

Marked active in OTUD3 inh, among the entries above:
item	SMILES	USP8 block	USP30 inh	OTUD3 inh	USP7 inh	USP28 inh	USP10 inh	UCHL1 block	USP17 inh
13	Cc1ccccc1C(=O)NCCn1cc(SCC(=O)Nc2ccc3c(c2)OCCO3)c2ccccc21	-19	89*	44*	7	57*	9	4	22
